Bioassay records: PubChem BioAssay, several laboratories
PPARg SRC-3 ag = promotes SRC-3 coactivator recruitment by human PPARgamma | 200,000 compounds, 0.26% hits | activation, % at 8 µM | P37231 | biochemical PPARgamma/SRC-3 coactivator recruitment assay | AID 731; in the data active = activation above about 23%;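 note: 0% = DMSO and 100% = reference agonist; some compounds past the cut are filed as inactive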
Target sequence (P37231 whole entry, looked up): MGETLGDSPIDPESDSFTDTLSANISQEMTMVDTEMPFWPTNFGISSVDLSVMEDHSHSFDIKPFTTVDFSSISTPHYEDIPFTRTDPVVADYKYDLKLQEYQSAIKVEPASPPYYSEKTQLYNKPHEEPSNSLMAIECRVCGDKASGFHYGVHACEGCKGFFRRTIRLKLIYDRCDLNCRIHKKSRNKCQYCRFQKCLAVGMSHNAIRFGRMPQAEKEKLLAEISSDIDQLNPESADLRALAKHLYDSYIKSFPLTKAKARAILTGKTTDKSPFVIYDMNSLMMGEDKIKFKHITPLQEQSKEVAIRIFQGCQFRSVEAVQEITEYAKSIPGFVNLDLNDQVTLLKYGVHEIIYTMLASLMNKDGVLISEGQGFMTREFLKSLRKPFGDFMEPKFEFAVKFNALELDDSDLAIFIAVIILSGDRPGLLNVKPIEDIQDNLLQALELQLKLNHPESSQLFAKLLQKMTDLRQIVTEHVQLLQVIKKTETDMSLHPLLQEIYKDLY
PPARg SRC-2 ag = agonists of SRC-2 recruitment by human PPARgamma; P37231; PPARgamma LBD-SRC-2 recruitment, biochemical; activation, % at 8 µM; 200,000 compounds, 0.34% hits; AID 1032; in the data active = activation above about 22%;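 note: 0% = vehicle and 100% = reference agonist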
bIAP inh = blocks bovine intestinal alkaline phosphatase activity; 190,000 tested, under 10 active; inhibition, % at 20 µM; purified bovine IAP, CDP-star luminescence, 30 min; AID 1019;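 active = over 50% inhibition of intestinal alkaline phosphatase at 20 µM in the single-dose screen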
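System: purified bovine intestinal alkaline phosphatase (IAP) enzyme; Input: IAP diluted 1/65,000,000 in the well; Measured by: CDP-star luminescence signal; Compound dosing: 20 µM single dose; Incubation: 30 min reaction at room temperature.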
TNAP inh noacc = blocks human TNAP activity with no phosphate acceptor present | P05186 | purified TNAP, CDP-star luminescence, 30 min | inhibition, % at 20 µM | 200,000 compounds, 0.26% hits;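 active = tissue-nonspecific alkaline phosphatase inhibition above about 50% at 20 µM in the single-dose screen, limit read from the data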;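 note: 0% = DMSO negative control and 100% = EDTA positive control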
Target sequence (P05186 whole entry, looked up): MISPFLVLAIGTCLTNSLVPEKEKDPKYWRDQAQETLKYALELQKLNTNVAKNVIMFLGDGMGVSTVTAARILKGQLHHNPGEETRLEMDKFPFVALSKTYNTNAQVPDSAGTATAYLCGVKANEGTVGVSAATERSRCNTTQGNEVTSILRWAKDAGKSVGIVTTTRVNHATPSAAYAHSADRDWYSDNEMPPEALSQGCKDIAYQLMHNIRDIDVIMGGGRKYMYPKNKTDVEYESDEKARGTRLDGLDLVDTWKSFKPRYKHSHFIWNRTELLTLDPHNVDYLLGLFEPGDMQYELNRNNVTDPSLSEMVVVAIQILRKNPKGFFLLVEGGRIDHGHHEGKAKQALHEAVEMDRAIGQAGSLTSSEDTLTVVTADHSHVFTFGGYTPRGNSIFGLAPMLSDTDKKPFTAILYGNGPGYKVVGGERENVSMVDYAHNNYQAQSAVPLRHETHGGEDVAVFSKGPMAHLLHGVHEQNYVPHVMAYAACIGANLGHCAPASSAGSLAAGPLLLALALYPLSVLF
TNAP act hi DEA = increases human TNAP activity under high phosphate acceptor concentration | activation factor at 20 µM | 200,000 tested, under 10 active | purified TNAP, CDP-star luminescence, 1 M DEA, 30 min; hits give high values; 0 = EDTA background, 1 = DMSO-only activity | P05186;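 active = activation factor at least 2 at 20 µM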
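Control set: EDTA negative control, DMSO positive control / Assay system: human TNAP / Quantity: TNAP 1/800 final / Evaluation: TNAP activation factor scaled between EDTA and DMSO control wells / Measured by: luminescent substrate turnover signal / Compound dosing: one dose, 20 µM / Times: 30 min enzyme reaction at room temperature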
TR-FRET SRC-2 ct = flags TR-FRET format artefacts in PPARgamma SRC-2 recruitment agonist screen; TR-FRET artefact counter-screen; hits give high values; TR-FRET ratio at 8 µM; 200,000 compounds, 0.4% hits; in the data active = TR-FRET ratio above about 2000; note: inactives centre near 1500
bIAP activator = intestinal alkaline phosphatase (bovine) activation. purified bovine IAP, CDP-star luminescence, 30 min; hits give high values; fold of DMSO-control signal, blank-subtracted. activation factor at 20 µM. 200,000 compounds, 0.17% hits. AID 1016;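 active = activation factor of 2 or more at 20 µM, a signal rise over negative controls twice the positive control's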
TNAP inh hiacc = blocks human TNAP under high phosphate acceptor concentration; P05186; purified TNAP, CDP-star luminescence, 1 M DEA; inhibition, % at 20 µM; 200,000 compounds, 0.03% hits; AID 1135;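 active = over 50% inhibition of tissue-nonspecific alkaline phosphatase at 20 µM in the single-dose screen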;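 note: plate controls were DMSO wells for no effect and EDTA-quenched wells as full inhibition for full effect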
HMGR II inh = blocks class II HMG-CoA reductase of Enterococcus faecalis. purified E. faecalis HMGR, NADPH absorbance 340 nm kinetic. inhibition, % at 10 µM. 190,000 compounds, 0.41% hits;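 active = inhibition above a set limit, the median over all tested compounds plus 3 SD, cut at about 9.5% in these data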;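 note: enzyme runs in reverse so mevalonate oxidation gives rising NADPH absorbance; 0% = complete reaction with DMSO and 100% = background rate lacking mevalonate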
PPARg SRC1 recr = PPARgamma-driven SRC-1 recruitment agonism. P37231. PPARgamma-SRC-1 coactivator recruitment biochemical assay. activation, % at 8 µM. 200,000 compounds, 0.41% hits. AID 631; in the data active = activation above about 19%;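 note: 0% = DMSO and 100% = reference agonist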
* = called active by the depositor; nt = no result given.

SMILES	PPARg SRC-3 ag	PPARg SRC-2 ag	bIAP inh	TNAP inh noacc	TNAP act hi DEA	TR-FRET SRC-2 ct	bIAP activator	TNAP inh hiacc	HMGR II inh	PPARg SRC1 recr
NNC(=O)c1ccc(COc2ccc3c(c2)CCC3)o1	1	3	-30	-8	1	1726	1.3	3	-8	11
Cc1noc(NS(=O)(=O)c2ccc(NC(=O)CCC3CCCC3)cc2)c1C	2	4	2	3	1	1640	1	1	1	0
Cc1ccc2nc(-c3ccc(NC(=O)CSc4ccccc4)cc3)[nH]c2c1	9	-3	nt	-7	1	1513	0.3	1	3	0
CCCN(CC(=O)Nc1cc(Cl)ccc1Cl)C(=O)/C=C/c1ccco1	5	6	nt	-3	1	1529	0.3	-2	-6	6
Cc1cccc(N2C(=O)SC(N(CC(=O)O)c3cccc(C)c3)C2=O)c1 (stereo not drawn)	-2	5	-38	-52	1.1	1576	1.4	-5	0	8
O=C(NC1CCC(c2ccccc2)CC1)c1cccnc1 (stereo not drawn)	-1	0	-18	-8	1	1455	1.2	-5	-7	-10
O=C(Cc1cccs1)Nc1ccccc1NC(=O)Cc1cccs1	-7	-4	22	-10	1	1342	0.8	0	-5	1
CCOC(CNC(=O)c1ccc2nc(N3CCC(C)CC3)sc2c1)OCC	7	11	-3	3	1	1716	1	0	-4	5
COc1ccc(CN(Cc2ccc(OC)cc2)S(=O)(=O)c2ccc(-n3cnnn3)c(C)c2)cc1	6	11	-18	-4	1	1651	1.2	-1	-2	1
Cc1ccc(CNC(=O)Cn2cccc2C(=O)c2ccccc2)cc1	-4	3	10	-12	1	1564	0.9	-4	-6	0
CC(C)(C)[C@H]1C=C(C(=O)N2CCOCC2)O[C@@H](OCCCCO)C1	-4	4	0	-13	1.1	1646	1	-6	-2	4
Nc1ccc(N2CCCCCC2)cc1	12	16	17	12	1	1764	0.8	2	nt	17
CCOc1ccc2oc(C(=O)NCC(C)(C)CN(C)C)c(C)c2c1	3	5	-10	-8	1	1613	1.1	-2	1	7
CCN(CC)CCNC(=O)Cn1nc(Cc2cccnc2)c2ccccc2c1=O	9	16	0	5	1	1610	1	-1	1	2
CCCCN(C)C1CCN(C(=S)Nc2ccc(OC)cc2)CC1	4	2	7	4	1	1532	0.9	-2	1	0
O=C(N/N=C\c1ccc(-c2ccc(Cl)c(Cl)c2)o1)C(=O)N1CCCC1	6	-2	0	-4	1	1463	1	1	-5	-9
CCOC(=O)c1cc2c(=O)n3cccc(C)c3nc2n(Cc2ccccc2Cl)c1=N	nt	nt	5	-5	1	nt	1	-1	nt	nt
O=C(NCc1ccccc1C(F)(F)F)C12CN(Cc3ccccc3)CC1C(c1ccc([N+](=O)[O-])cc1)=NO2 (stereo not drawn)	-1	6	16	22	1.1	1456	0.8	-5	0	1
CN1CCN(C2=Nc3cc(F)ccc3Cc3ccccc32)CC1	2	3	5	-8	1.1	1554	1	-6	-1	3
COc1ccc(/C=C/C(=O)c2cc(F)ccc2OC(=O)c2ccccc2)cc1OC	1	2	nt	nt	nt	1681	nt	nt	nt	0
O=C(CN1C(=O)COc2ccccc21)N(Cc1ccc2c(c1)OCO2)CC1CCCO1 (stereo not drawn)	1	-1	2	-14	1.1	1676	1	-10	-3	9
COc1ccc(-c2nc(C#N)c(NCc3cccnc3)o2)cc1OC	-4	0	-8	-10	1	1613	1.1	-5	-1	-6
COc1ccccc1-c1ccc(Nc2cccc(C(C)=O)c2)nn1	-7	8	2	-9	1	1467	1	-3	-3	-2
CSc1cc(-c2ccccc2)n(Cc2ccccc2Cl)c(=O)c1C#N	-1	-3	nt	-24	1	1531	0.2	-5	1	-4
COc1ccc(CC2(CO)CCN(Cc3cccnc3)CC2)cc1	2	1	-27	-7	1.1	1735	1.3	-6	-3	6
CCc1ccccc1OCCOc1ccc(C)cc1OC	-1	-4	10	0	1	1500	0.9	-5	-6	-5
COc1ccccc1/C=N/NC(=O)CC(=O)Nc1ccc(Cl)c(Cl)c1	6	2	12	-8	1.1	1579	0.9	-6	-7	-2
O=C1CSC(c2ccccc2Br)N1c1ccc(Cl)cn1 (stereo not drawn)	-4	-7	12	-16	1	1322	0.9	-4	-1	-3
CCC(C)c1ccc(OCC(=O)Nc2ccc(Cl)cn2)cc1 (stereo not drawn)	6	-6	28	-7	1	1481	0.7	0	-2	-5
O=P(O)(CCc1ccccn1)CN1CCOCC1	-3	-3	2	-7	1	1393	1	-4	nt	4

Shown with values under each structure: six of the compounds above.
The line under a structure holds: PPARg SRC-3 ag, PPARg SRC-2 ag, bIAP inh, TNAP inh noacc, TNAP act hi DEA, TR-FRET SRC-2 ct, bIAP activator, TNAP inh hiacc, HMGR II inh, PPARg SRC1 recr
COc1ccc(-c2nc(C#N)c(NCc3cccnc3)o2)cc1OC
  -4, 0, -8, -10, 1, 1613, 1.1, -5, -1, -6
CCC(C)c1ccc(OCC(=O)Nc2ccc(Cl)cn2)cc1 (stereo not drawn)
  6, -6, 28, -7, 1, 1481, 0.7, 0, -2, -5
COc1ccccc1/C=N/NC(=O)CC(=O)Nc1ccc(Cl)c(Cl)c1
  6, 2, 12, -8, 1.1, 1579, 0.9, -6, -7, -2
O=C1CSC(c2ccccc2Br)N1c1ccc(Cl)cn1 (stereo not drawn)
  -4, -7, 12, -16, 1, 1322, 0.9, -4, -1, -3
CCc1ccccc1OCCOc1ccc(C)cc1OC
  -1, -4, 10, 0, 1, 1500, 0.9, -5, -6, -5
COc1ccc(CC2(CO)CCN(Cc3cccnc3)CC2)cc1
  2, 1, -27, -7, 1.1, 1735, 1.3, -6, -3, 6

(more compounds)
SMILES	PPARg SRC-3 ag	PPARg SRC-2 ag	bIAP inh	TNAP inh noacc	TNAP act hi DEA	TR-FRET SRC-2 ct	bIAP activator	TNAP inh hiacc	HMGR II inh	PPARg SRC1 recr
Cc1cc(C)n(C(=O)CCCn2nc(C)c([N+](=O)[O-])c2C)n1	2	-2	-13	-4	1	1432	1.1	-4	-5	-6
Fc1ccc(NC(=S)Nc2ccc3nccnc3c2)cc1	1	2	23	11	1	1576	0.8	-3	-6	-1
CNS(=O)(=O)c1cc(OC)ccc1OC	-2	4	5	-9	1	1444	0.9	-3	3	-1
Cn1c(=O)c2c(nc(CN3CCN(C(=O)c4ccco4)CC3)n2Cc2ccccc2)n(C)c1=O	2	12	-4	-12	1	1466	1	0	-3	-1
Cc1cc(N2CCOCC2)nc(SCC(=O)OCc2ccccc2)n1	2	-1	1	1	1	1573	1	-2	11*	2
Cc1ccc(S(=O)(=O)N(CC(=O)Nc2cccc([N+](=O)[O-])c2)Cc2ccc(Cl)cc2)cc1	3	-2	4	-14	1	1634	1	-2	5	4
CN(C)c1ccc(C(C(=O)NC(C)(C)C)N(C(=O)c2csnn2)C2CC2)cc1 (stereo not drawn)	-5	-3	-4	-8	1.1	1519	1	-5	0	-2
Cc1ccc(C)c(Cn2cnc3c(cnn3C(C)(C)C)c2=O)c1	-6	-3	-4	-7	1.1	1497	1	-5	0	-2
c1cn(CCCNc2ncnc3nc[nH]c23)cn1	-12	-8	-30	-108	1	1399	1.3	0	-5	8
CC(=O)Nc1ccc2nc(CN3CCN(CC(C)C)C(CCO)C3)ccc2c1 (stereo not drawn)	2	-2	3	-8	1.1	1378	1	-7	-5	-4
O=C(OCC(=O)c1c[nH]c2ccccc12)c1cc2ccccc2cc1O	6	12	-2	-4	1	1634	1	-1	-2	-1
O=C(COC(=O)c1ccc([N+](=O)[O-])o1)NC1CCS(=O)(=O)C1 (stereo not drawn)	1	-1	4	-17	1	1484	1	-3	2	-1
Cc1cc(SCC(N)=O)nc(SCC(=O)c2ccccc2)n1	6	14	-2	-3	1	1751	1	-1	-5	4
Cc1csc(NC(=O)c2ccc(C)c(S(=O)(=O)N3CCOCC3)c2)n1	1	5	-13	-5	1	1559	1.1	2	0	-4
CN(C(=O)c1c(Cl)cnn1C)C12CC3CC(CC(C3)C1)C2	2	9	-1	-8	1	1719	1	3	-12	13
CC(C)c1ccc(CNc2ccc(N3CCOCC3)cc2)cc1	-6	-1	5	-12	1	1494	1	-4	1	3
COc1ccc(Cl)cc1S(=O)(=O)Nc1ccncc1	0	-2	4	-17	1.1	1522	1	-8	3	2
CCc1cc(C(=O)COc2ccccc2F)c(O)cc1O	7	5	6	-9	1	1597	0.9	-2	-4	3
COc1ccc(-c2noc(Cc3cccs3)n2)cc1	4	2	23	10	1	1628	0.8	-3	-4	1
CCOC(=O)NC1(NC2CCCCC2)Oc2ccccc2O1	0	0	10	3	1	1488	0.9	-4	1	-6
CC(NC(=O)Nc1ccc([N+](=O)[O-])cc1)C(c1cccs1)N1CCCC1 (stereo not drawn)	-3	11	36	-2	1	1577	0.6	-1	-3	0
O=C(NC1CC1)c1cc(-c2ccccn2)nc2ccccc12	13	-1	14	-10	1	1688	0.9	-4	-1	5
COCCNC(=S)N1CCOCC1	-8	2	6	-2	1	1626	0.9	2	-2	2
CC(=O)OCCOc1nc(N(C)C)nc(N(C)C)n1	-9	-10	-3	-10	1	1482	1	-2	0	1
CCCC(C(=O)NCc1ccco1)N(C(=O)CNS(=O)(=O)c1ccccc1)c1ccc(OC)cc1 (stereo not drawn)	3	3	16	-10	1	1634	0.8	-5	7	2
CCOC(=O)c1c(NC(=O)CSC2=NN3CCCC(=O)N=C3S2)sc2c1CCCCC2	-2	2	4	-6	1.1	1566	1	-5	-1	6
O=C(NCC1OCCc2ccccc21)c1cc(COc2c(F)cccc2F)on1 (stereo not drawn)	-1	-2	1	-8	1.1	1350	1	-7	1	-1
CCn1c(SCCC#N)nnc1-c1ccncc1	-1	6	5	-11	1	1579	0.9	-5	-5	-2
Cc1ccc(NC(=O)CCn2c(=O)oc3ccccc32)cc1	0	-2	8	-6	1.1	1363	0.9	-7	-2	10
Cc1ccc(/C=C/C(=O)O)cc1S(=O)(=O)N(C)CCO	1	-1	4	-4	1	1535	1	-2	1	5
Cc1ccc2nc(N3CCOCC3)c(C=O)c(=O)n2c1	6	0	-1	-4	1	1479	1	-1	-8	-5
COC(=O)[C@@]1(Cc2ccc(OC)cc2)[C@H]2c3cc(C(=O)N(C)C)n(Cc4ccc(OC(F)(F)F)cc4)c3C[C@H]2CN1C(=O)c1ccccc1	-1	4	27	-10	1.1	1502	0.7	-6	2	8
Cc1c(NC(=O)CSc2nc3c(cnn3-c3ccccc3)c(=O)[nH]2)c(=O)n(-c2ccccc2)n1C	-1	-2	-25	-15	1	1781	1.3	0	6	-2
CC(C)C(c1nnnn1Cc1ccco1)N1CCN(c2nc3ccccc3s2)CC1 (stereo not drawn)	-2	8	8	-11	1.1	1720	0.9	-8	1	5
O=C(NCc1cccnc1)C1CCN(S(=O)(=O)c2cccnc2)CC1	0	-3	-2	-10	1.1	1824	1	-6	-2	6
O=C1CCCCC1C(=O)c1cn(-c2ccc(Cl)c(Cl)c2)nn1 (stereo not drawn)	2	-4	-6	7	1	1582	1.1	-4	-4	0
Cc1ccc(NC(=O)COC(=O)/C=C/c2ccccc2)cc1S(=O)(=O)N1CCOCC1	-1	-2	7	-9	1.1	1474	0.9	-6	0	-4
Cc1onc(-c2c(Cl)cccc2Cl)c1C(=O)NC(=S)Nc1sc2c(c1C(N)=O)CCC(C)C2 (stereo not drawn)	2	1	4	-1	1	1480	1	4	-3	-3
